Compound activity as filed in PubChem.
SW480 rereplic: induces DNA re-replication in SW480 colon adenocarcinoma cells. SW480 DNA re-replication, Hoechst DNA content imaging, 48 h. 340,000 tested, 1.8% active. Potency, µM (top dose mostly 46.1 µM), without a hit: at the top dose re-replication activation, hits mostly activators; further: potency means the concentration at half of the fitted maximal effect; % of control where 0% means no effect; nearly all actives have a fitted effect of over 55% in size
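Compounds, transferred as 23 nL by pin tool, were incubated with cells for 48 hr; DNA content per nucleus was then quantified by Hoechst staining and fluorescence plate imaging.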
KB-V1 cytotox: KB-V1 MDR subline cytotoxicity. KB-V1 MDR cells viability, CellTiter-Glo, 72 h. Potency, µM (titrated, usually from 46.1 µM), for the others: at the top dose activity change, negative = cytotoxicity, hits mostly cytotoxic. 400,000 tested, 3.4% active; further: potency means the concentration at half of the fitted maximal effect; on the % scale 0 is the no-effect control and ±100 the full control effect; nearly all actives have a fitted effect of over 60% in size
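Compound-treated KB-V1 multidrug-resistant cells, 72 h, 37 degrees C; viability by CellTiter-Glo. Fitted qHTS curves give the values.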
ATXN2 expr inh: reduces ATXN2 reporter expression in HEK-293 cells; 360,000 tested, 0.72% active; Potency, µM (titrated, usually from 57 µM), without a hit: at the highest dose activity change, negative = inhibition, hits mostly inhibitors; HEK-293 ATXN2-luciferase reporter, luminescence, 24 h; further: potency means the concentration at half of the fitted maximal effect; on the % scale 0 is the no-effect control and ±100 the full control effect; nearly all actives have a fitted effect of over 55% in size
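qHTS (up to 57 uM final) was run with 24 h compound exposure of reporter cells at 37 °C. Each well was multiplexed: SteadyGlo luminescence measured ATXN2-luciferase expression after a fluorogenic Gly-Phe-AFC viability readout (25 uM final).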
WRN helicase inh: inhibitors of human WRN helicase | Potency, µM (series often up to 114 µM), inactives show at the top dose activity change, negative = inhibition, actives largely listed as inhibitors | 360,000 tested, 0.46% active | AID 651768 | WRN helicase unwinding, fluorescent forked duplex, kinetic; further: potency means the concentration at half of the fitted maximal effect; on the % scale 0 is the no-effect control and ±100 the full control effect; nearly all actives have a fitted effect of over 55% in size
Target sequence (Q14191 whole entry, looked up): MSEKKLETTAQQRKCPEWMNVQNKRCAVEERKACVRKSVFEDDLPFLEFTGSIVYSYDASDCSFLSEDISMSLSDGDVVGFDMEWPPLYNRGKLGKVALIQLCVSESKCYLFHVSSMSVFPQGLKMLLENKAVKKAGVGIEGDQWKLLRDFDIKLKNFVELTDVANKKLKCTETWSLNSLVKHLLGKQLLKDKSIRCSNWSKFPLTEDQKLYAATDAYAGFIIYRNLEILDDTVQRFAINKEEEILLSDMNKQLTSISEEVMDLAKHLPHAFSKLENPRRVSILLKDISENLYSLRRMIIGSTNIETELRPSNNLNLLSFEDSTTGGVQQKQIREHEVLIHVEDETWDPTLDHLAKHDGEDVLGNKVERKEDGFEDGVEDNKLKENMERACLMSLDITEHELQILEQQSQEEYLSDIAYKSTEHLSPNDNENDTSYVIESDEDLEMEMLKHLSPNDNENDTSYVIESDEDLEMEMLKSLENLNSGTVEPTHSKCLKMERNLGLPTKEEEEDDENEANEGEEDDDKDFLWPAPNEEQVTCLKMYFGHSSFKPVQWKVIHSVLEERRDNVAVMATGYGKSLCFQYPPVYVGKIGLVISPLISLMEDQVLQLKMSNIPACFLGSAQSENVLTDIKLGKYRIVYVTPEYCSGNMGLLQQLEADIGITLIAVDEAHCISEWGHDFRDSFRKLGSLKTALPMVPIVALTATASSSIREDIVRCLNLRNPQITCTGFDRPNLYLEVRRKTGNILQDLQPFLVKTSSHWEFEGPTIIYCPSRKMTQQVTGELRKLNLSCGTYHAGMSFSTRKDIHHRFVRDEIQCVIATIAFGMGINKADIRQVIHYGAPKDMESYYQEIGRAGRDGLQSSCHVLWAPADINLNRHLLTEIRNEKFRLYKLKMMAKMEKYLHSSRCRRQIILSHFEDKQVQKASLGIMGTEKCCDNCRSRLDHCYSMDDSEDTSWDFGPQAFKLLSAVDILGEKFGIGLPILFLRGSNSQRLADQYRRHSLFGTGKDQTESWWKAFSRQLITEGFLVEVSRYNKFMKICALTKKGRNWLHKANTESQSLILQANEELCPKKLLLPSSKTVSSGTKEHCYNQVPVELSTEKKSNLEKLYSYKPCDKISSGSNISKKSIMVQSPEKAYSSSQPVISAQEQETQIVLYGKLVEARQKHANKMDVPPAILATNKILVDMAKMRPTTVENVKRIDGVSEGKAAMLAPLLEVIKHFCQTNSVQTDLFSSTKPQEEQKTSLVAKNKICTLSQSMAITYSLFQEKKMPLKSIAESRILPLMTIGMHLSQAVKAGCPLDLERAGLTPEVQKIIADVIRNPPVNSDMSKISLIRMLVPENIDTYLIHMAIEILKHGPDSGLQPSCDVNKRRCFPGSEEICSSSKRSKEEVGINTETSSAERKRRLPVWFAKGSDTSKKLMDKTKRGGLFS
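Fluorescence dequenching readout, ex 525 nm/em 598 nm, kinetic mode: forked duplex DNA (100 nM final) with adjacent fluorophore and quencher unwound by WRN (20 nM final) with 2 mM ATP. Compound preincubation 15 min, room temperature.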
HT1080NT lethal: kills 2HG-producing HT-1080-NT fibrosarcoma cells. HT-1080-NT fibrosarcoma viability, CellTiter-Glo ATP luminescence, 48 h. Potency, µM (series often up to 46.1 µM), for inactives: at the top dose activity, negative = less viability, actives largely listed as cytotoxic. AID 686970. 360,000 tested, 1.6% active;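 further: NT is the 2HG producing partner of a matched IDH1 knockdown line; potency means the concentration at half of the fitted maximal effect; 0% = DMSO-treated cells and -100% = media-only wells without cells; nearly all actives have a fitted effect of over 55% in size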
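A 48-hour cytotoxicity screen used HT-1080-NT cells plated 2 hours before compound delivery. ATP-based CellTiter-Glo luminescence measured viability, normalized to DMSO and no-cell controls.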
IL-1B inflam inh: blocks inflammasome-driven IL-1 beta release. THP-1 LPS/ATP IL-1B secretion, AlphaLISA, 16 h; hits give low values. activity change, % at 57.5 µM. 360,000 tested, 4.7% active; in the data active means activity change below about -50%; inconclusive means mostly about -30% to -49%; further: on the % scale 0 is the no-effect control and ±100 the full control effect
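Secreted IL-1B measured by AlphaLISA bead assay after 16 h compound exposure of THP-1 cells; compounds (final up to 57.5 uM) added 1 h before LPS (250 ng/mL) and ATP (1.25 mM) stimulation; lower signal means less secretion.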
HT1080 IDH1KD tx: toxicity to HT-1080 IDH1 knockdown cells (counter line). HT-1080 IDH1 knockdown viability, ATP luminescence, 48 h. Potency, µM (doses to about 46.1 µM), inactives show at the highest dose activity, negative = toxicity, hits mostly cytotoxic. 360,000 tested, 2% active;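 further: potency means the concentration at half of the fitted maximal effect; 0% = DMSO wells and -100% = cell-free medium wells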
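Cytotoxicity counter-line: IDH1KD HT-1080, 48 h, CellTiter-Glo. Curves classed by r2, magnitude and activity.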
KB-3-1 cytotox: KB-3-1 parental cell cytotoxicity. 400,000 tested, 1.4% active. AID 1347075. Potency, µM (highest dose often 46.1 µM), without a hit: top-dose activity change, negative = cytotoxic, most hits filed as cytotoxic. KB-3-1 viability, CellTiter-Glo ATP luminescence, 72 h; further: potency means the concentration at half of the fitted maximal effect; on the % scale 0 is the no-effect control and ±100 the full control effect; nearly all actives have a fitted effect of over 60% in size
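Cells are dispensed, compounds pinned in, plates held at 37 °C for 72 h, then CellTiter-Glo is added and luminescence read after 10 minutes. Cell line: parental KB-3-1 in phenol-red-free DMEM, 10% FBS.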
MCF10A rerep: inducers of DNA re-replication in MCF 10A breast cells | MCF 10A DNA re-replication, Hoechst nuclear intensity, 48 h | Potency, µM (highest dose often 46.1 µM), without a hit: at the highest dose activity, positive = re-replication, actives largely listed as activators | 350,000 tested, 2.9% active | AID 624296; further: potency means the concentration at half of the fitted maximal effect; % of control where 0% means no effect; nearly all actives have a fitted effect of over 50% in size
Starred values were filed as active, the others as inactive; ? = inconclusive; . = not tested or not shown; & = joins results of further samples; ! = not confirmed by another sample; [ ] = remark or other dose. Unless noted, the call rests on the fitted dose curve; in most records, active means well fitted curve in the direction sought with a large enough effect; inconclusive means small, poorly fitted or top-dose-only effect, or another doubt; inactive means no such curve, though single readings can be large; an effect the other way counts as inactive or inconclusive. Not all compounds are listed; rates above refer to the full screens.

Order of results – SW480 rereplic | KB-V1 cytotox | ATXN2 expr inh | WRN helicase inh | HT1080NT lethal | IL-1B inflam inh | HT1080 IDH1KD tx | KB-3-1 cytotox | MCF10A rerep
CCCCN=C[C@]12CCC(O)CC1(O)CCC1[C@@H]2CC[C@]2(C)[C@H](C3C=CC(=O)O3)CCC12O (stereo partly specified)
 : 2.3µM* | 0.52µM* | ? | -8% | 1.8µM* | -76* | 1.5µM* | 0.23µM* | ?
Cc1nc(C)n(CC(O)COc2ccc3cc(Br)ccc3c2)n1 (stereo unspecified)
 : 3% | -1% | 0% | -3% | -6% | -15 | ? | -26% | 13%
COC(=O)c1cc2c(s1)=NC=NP=2(N1CCOCC1)N1CCOCC1
 : 3%&-2% | -2%&0% | 10%&6% | 5%&-7% | 21%&0% | 2&0 | 22%&20% | 3%&14% | -1%&1%
O=c1[nH]c(=S)[nH]c(O)c1N=Nc1ccc(SC(F)F)cc1
 : 14% | -3% | -29% | -27% | -17% | -26 | -16% | 10% | ?
Cc1nc2cc(-c3cccc(F)c3)nn2c(C)c1CCC(=O)N1CCC2(CC1)OCCO2
 : -2% | ? | ? | 15% | 3% | 0 | 15% | -7% | 0%
CN1CN(c2cccc([N+](=O)[O-])c2)CN=C1N[N+](=O)[O-]
 : ? | 14% | . | -3% | -2% | 1 | 0% | 2% | -8%
CN1CCN(c2cccc3c2C(=O)c2ccccc2C3=O)CC1
 : -2% | 18µM* | ? | -36% | -21% | -60* | -18% | ? | -1%
CC1(C)C(C(=O)NN2C(=O)c3ccccc3C2=O)C1(C)C
 : -8% | 0% | -6% | 6% | 7% | 6 | 7% | 10% | -8%
CC(C)C[C@H]1C(=O)N2CCC[C@H]2[C@]2(O)O[C@](NC(=O)C3C=C4c5cccc6[nH]c(Br)c(c56)C[C@H]4N(C)C3)(C(C)C)C(=O)N12 (stereo partly specified)
 : 14% | ? | -35% | -5% | ? | -27 | ? | ? | 11%
O=C(Nc1ccc2ccccc2c1)c1nn(C23CC4CC(CC(C4)C2)C3)cc1Br
 : 2% | -23% | -1% | -13% | -8% | -6 | -15% | -5% | 11%
CCCC1COC(Cn2cncn2)(c2ccc(Cl)cc2Cl)O1 (stereo unspecified)
 : 5% | -5% | -4% | -7% | -4% | -14 | -15% | -12% | 7%
CN(C)C(=O)O/N=C(\N)COc1ccc(C(C)(C)C)cc1
 : 12µM* | ? | . | 0% | 12µM* | -23 | 21µM* | -20% | ?
N#Cc1cc2c(nc1SCC(=O)Nc1cc(Cl)ccc1Cl)C1CCN2CC1
 : ? | 4.1µM* | ? | -7% | ? | 126 | ? | ? | 0.58µM*
O=c1c2ccccc2nc(Cc2ccccc2)n1-c1ccccc1O
 : 6% | 5% | 12% | -4% | -29% | -27 | -1% | -25% | 1%
O=C1NC(=O)N(c2ccc(F)cc2)C(=O)/C1=C/c1ccc2c(c1)CCCN2Cc1ccccc1
 : -4% | ? | -12% | -26%[57.1 µM] | -4% | ? | -24% | ? | ?
CCCN1CCCc2cc(CN)ccc21
 : ? | 19% | ? | -2% | ? | 47 | ? | 3% | 13µM*
CCN(CCO)c1ccc(N=Cc2c(O)n(C)c(=S)[nH]c2=O)cc1
 : ? | -3% | 34% | -12% | 19% | 8 | -10% | -5% | ?
Cn1cnnc1Sc1cc(N2CCNCC2)ccc1[N+](=O)[O-]
 : 1%[9.22 µM] | 0% | -12% | -10% | 16% | -8 | -1% | 12% | -2%
Cc1ccc2[nH]c3c(c2c1)CN(C(=O)CN1C[C@H]2C[C@@H](C1)c1cccc(=O)n1C2)CC3
 : 4.1µM* | 0% | -13% | -5% | -2% | 19 | ? | 0% | -58%[inhibitor]
CCOc1ccc([N+](=O)[O-])cc1CNCCc1ccccc1
 : 1% | -28% | -13%[11.3 µM] | -3% | -17% | -26 | -9% | -6% | 0%
c1cc2c(cc1[C@H]1OC[C@H]3[C@@H]1CO[C@H]3c1ccc3c(c1)OCO3)OCO2
 : -2% | -19% | -8% | 9% | -2% | -21 | -1% | -20% | -12%
COCc1cc(OC(=O)N(C)C)nc2c1c(C)nn2C
 : -13% | 1% | -18% | -3% | 4% | 0 | 9% | 0% | 0%
CCCCn1c(O)c(/C(CC)=N/N2CCCCC2c2cccnc2)c(=O)[nH]c1=S (stereo unspecified)
 : 16% | -27% | -37% | -16% | ? | -64* | ? | -13% | ?
Cc1ccc(CCN2CC(C(=O)N3CCC4(CC3)OCCO4)CC2=O)cc1 (stereo unspecified)
 : 0%[9.22 µM] | 19% | -4% | 5% | 13% | 2 | 16% | 13% | -4%
COc1ccc(-c2nc3ccccc3c(=O)n2-c2ccc(OC)cc2)cc1
 : -8% | -23% | -16% | -7% | 0% | 7 | -8% | -16% | 22%
CCC(C)(C)NC(=O)Cn1c(=O)oc2cc(S(=O)(=O)N3CC(C)CC(C)C3)ccc21 (stereo unspecified)
 : -16% | 12% | -4% | -1%[57.1 µM] | 8% | -23 | 11% | -7% | ?
CCN1CCN(Cc2ccc(OC(F)(F)F)cc2)CC1
 : -7% | 1% | 2% | -5% | 6% | 9 | 1% | 1% | -4%
O=C(c1cc(Cl)cc(Cl)c1)N1Cc2ccccc2-n2nncc2C1
 : . | -8% | 5% | -8% | -7% | 21 | 3% | 5% | .
ClC(Cl)=C(c1ccc(Cl)cc1)c1ccc(Cl)cc1
 : -56%[inhibitor] | 1% | -1% | 0% | 18% | -8 | 14% | 0% | 42%
CS(=O)(=O)N1CCCC(C(=O)N2CCC3(CC2)OCCO3)C1 (stereo unspecified)
 : -1% | 4% | 12% | -16% | 2% | -6 | 8% | -1% | -2%
O=C(Cc1cccs1)N1Cc2ccccc2-n2nncc2C1
 : . | 0% | 4% | ? | 0% | 84 | 7% | 16% | .
C=CCn1c(O)c(C(C)=NC2CC2)c(=O)[nH]c1=O
 : -6% | 3% | 1% | -5% | -4% | -4 | -3% | -13% | 1%
CCCCN1C(=N)C(CC)(CC)C(=O)NC1=O
 : 0% | -1% | -16% | -1% | 9% | -2 | 12% | 12% | -6%
CN1CCC2(CC1)C(C#N)=C(N)NC(S)=C2C#N
 : -1%&-7% | 1%&0% | 5% | 56µM*! | -2%&-1% | 15&15 | 3%&-2% | -21%&1% | -2%&-2%
COc1cc(OC)cc(C(=O)NC(=S)N2C[C@H]3C[C@H](C2)c2cccc(=O)n2C3)c1
 : ? | 23% | -7% | 11% | 2% | -6 | 8% | 0% | -2%
CCC(=NCc1ccco1)c1c(O)n(-c2ccc(Cl)cc2)c(=O)[nH]c1=O
 : -9% | 0% | -9% | ? | 1% | -3 | 3% | -2% | 15%
CCCn1cc(CN2CCCC(C(=O)c3cccc(OC)c3)C2)c(C)n1 (stereo unspecified)
 : -2% | -6% | -10% | 2% | -1% | 29 | 14% | -21% | ?
C/C(=N\NC(=O)c1ccncc1)c1c(O)[nH]c(=O)[nH]c1=O
 : -2% | ? | 10% | -3% | 14% | 21 | 23% | 26% | ?
Cc1cc(S(=O)(=O)NCc2ccccc2)ccc1OCC(=O)N1CCN(C)CC1
 : 1% | 3% | -6% | -14% | -3% | 0 | 2% | 2% | -3%
CCOC(=O)c1ccc(-[n+]2c(-c3ccccc3)cc(-c3ccccc3)cc2-c2ccccc2)cc1
 : ? | -4% | 0% | -7% | 18µM* | -99* | 23µM* | -17% | ?
COC(=O)C1=C(c2cccc(OC)c2OC)C[C@@H]2CC[C@H]1N2C(=O)N1CCCC1
 : -14% | -5% | -2% | 2% | 24% | 5 | 7% | -2% | -1%
COc1ccc(-n2c(O)c(C(C)=NC3CC3)c(=O)[nH]c2=O)cc1
 : -2% | 2% | 8% | 4% | 17% | -11 | 14% | 22% | 15%
O=C(Oc1c(Br)cc(Br)c2cccnc12)N1CCCCC1
 : -2% | -4% | -2% | 2% | -15% | -3 | -20% | -2% | ?
C=CCN=c1sc(C(=O)OC)cc(=O)n1CC=C
 : ? | -16% | 3% | -9% | -6% | 0 | ? | 0% | 65%
CC(=O)OC1C([N+]2(C)CCCCC2)C[C@H]2C3CC[C@H]4C[C@H](OC(C)=O)C([N+]5(C)CCCCC5)CC4(C)[C@H]3CCC12C (stereo partly specified)
 : -7% | 9% | -3% | 17% | 43% | 8 | 12% | 0% | 2%
Nc1cccc(N=Cc2c(O)n(Cc3ccc(F)cc3)c(=O)[nH]c2=O)c1
 : -1%[9.22 µM] | 7% | -4% | 5% | -1% | -11 | -8% | 13% | 1%
Cc1ccc(-n2c(O)c(C=NCCN3CCNCC3)c(=O)[nH]c2=S)cc1
 : -21% | -1% | . | 3% | ? | 13 | 10% | 7% | -2%
CC(=O)Nc1ccccc1C(=O)OCC(=O)c1ccccc1Cl
 : -9% | -8% | 15% | -16% | -1% | 17 | 3% | -1% | -3%
CCN(CC)C(=O)c1ccc(NC(=O)c2c(C)noc2C)cc1
 : -6% | -22% | -7% | 0% | -6% | 0 | 1% | -10% | 10%
O=C1NC(=O)[C@]2(Cc3ccccc3N3CCN(c4ccccc4)CC32)C(=O)N1c1ccccc1 (stereo partly specified)
 : -14% | ? | 2% | -35%[57.1 µM] | 3% | -11 | 3% | ? | 13%
C/C(=N/O)c1ccc2ccc3ccccc3c2c1
 : 8% | 3.3µM* | . | 1% | 2% | 19 | 0% | ? | 26µM*
COc1ccc(OC)c(-n2c(O)c(C=Nc3c(C)n(C)n(-c4ccccc4)c3=O)c(=O)[nH]c2=S)c1
 : -28% | 5% | 1% | -8% | 12% | . | 9% | 2% | 4%
CCN1C(=O)N(CC)C(=O)C2(Cc3ccccc3N3CCN(c4ccccc4)CC32)C1=O (stereo unspecified)
 : -16% | -15% | . | -9% | 7% | 33 | 1% | 2% | 1%
C[C@]12CC[C@H](O)CC1=CCC1C2CC[C@@]2(C)C1CC[C@@H]2OCc1ccccc1 (stereo partly specified)
 : 1% | 21% | -3% | 0% | 5% | 8 | 19% | 0% | 3%
